Compound activity deposited in PubChem BioAssay by several laboratories.
PKA-R1A activ – activators of PKA-R1A complex. P00514+P68181. PKA-R1A dissociation, Cy5-IP20 fluorescence polarization; scaled: DMSO 0%, 113 µM cGMP 100%. activation, % at 11.4 µM. 340,000 compounds, 0.083% hits;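 active = percent activation above the mean of all tested compounds plus 3 SD, cut at about 19% in these data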;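 also: higher means more PKAc released from R1A so a rise in polarization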
MOR-DOR ag – OPRM1-OPRD1 heterodimerization agonism; P35372+P41143; cells, luminescence; activation, % at 9.3 µM; 340,000 compounds, 0.3% hits; in the data active = activation above about 18%;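 also: 0% = vehicle-treated cells and 100% = reference agonist; values of inactives mirror those of a sister screen read the other way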
Target sequence (P35372 whole entry, looked up): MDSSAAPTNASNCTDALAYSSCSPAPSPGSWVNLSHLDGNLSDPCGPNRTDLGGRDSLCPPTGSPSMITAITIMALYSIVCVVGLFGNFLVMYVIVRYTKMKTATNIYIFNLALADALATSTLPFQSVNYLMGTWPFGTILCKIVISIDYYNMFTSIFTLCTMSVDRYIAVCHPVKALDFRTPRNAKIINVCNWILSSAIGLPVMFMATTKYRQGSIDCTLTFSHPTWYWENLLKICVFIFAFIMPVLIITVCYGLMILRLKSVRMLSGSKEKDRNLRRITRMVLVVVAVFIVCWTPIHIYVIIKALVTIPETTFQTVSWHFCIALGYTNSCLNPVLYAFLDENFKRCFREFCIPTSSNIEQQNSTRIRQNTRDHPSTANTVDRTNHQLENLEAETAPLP
Target sequence (P41143 whole entry, looked up): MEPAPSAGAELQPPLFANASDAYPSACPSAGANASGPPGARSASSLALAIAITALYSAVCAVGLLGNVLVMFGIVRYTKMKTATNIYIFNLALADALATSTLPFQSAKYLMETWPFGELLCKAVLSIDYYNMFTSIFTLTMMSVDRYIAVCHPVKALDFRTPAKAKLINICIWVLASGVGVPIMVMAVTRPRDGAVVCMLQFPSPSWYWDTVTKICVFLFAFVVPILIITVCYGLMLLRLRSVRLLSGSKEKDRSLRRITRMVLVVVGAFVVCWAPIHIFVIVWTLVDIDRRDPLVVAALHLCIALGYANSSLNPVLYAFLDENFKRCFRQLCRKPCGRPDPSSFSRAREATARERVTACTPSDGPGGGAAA
DAGLB inhibitor – blocks human DAGLB lipase activity | HEK293T DAGLB membrane lysate, EnzChek fluorogenic substrate | inhibition, % at 5.17 µM | AID 504411 | 340,000 compounds, 0.059% hits | Q8NCG7; in the data active = inhibition above about 34%;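 also: 0% = enzyme with vehicle and 100% = wells lacking enzyme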
HTR5A ag ctr – HTR5A agonism, opioid heterodimer counter-screen | HTR5A agonist assay, luminescence, cell-based | activation, % at 9.3 µM | 340,000 compounds, 0.61% hits; in the data active = activation mostly above about 9.5%, no sharp cut-off; inactive = mostly below about 7.6%;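 also: 0% = cells with vehicle only and 100% = reference agonist; strong numbers were not always called active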
V-ATPase pHluor – regulators of yeast V-ATPase proton transport; 350,000 compounds, 0.37% hits; response, % at 10 µM; AID 504577; S. cerevisiae, pHLuorin cytosolic pH fluorescence; in the data active = response mostly above about 7.3%, no sharp cut-off; inactive = mostly below about 5.4%; also: actives read high; inactives centre near 0; some compounds called inactive have numbers as strong as hits; reference of the scale not given here
PKA-R2B activ – PKA-R2B complex activation; P22694+P31323; PKA-R2B holoenzyme dissociation, Cy5-IP20 fluorescence polarization; R2B truncated from residue 108, S112A mutant; 0% DMSO only, 100% 113 µM cGMP; activation, % at 11.4 µM; 340,000 compounds, 0.079% hits;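 active = activation above a cutoff set at the mean over all compounds plus 3 SD, cut at about 18% in these data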;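 also: higher means more holoenzyme dissociation and a rise in polarization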
Arr AP2 block – blocks beta-arrestin peptide binding to AP2 adaptin; FITC-arrestin peptide / GST-AP2 beads, flow cytometry; AP2 beta2 appendage carries R879A mutation; inhibition, % at 10 µM; 340,000 compounds, 0.31% hits;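 active = inhibition above a set limit, near 3 SD of compounds lacking own fluorescence, cut at about 54% in these data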;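 also: plate controls were DMSO wells for no effect and 5 µM unlabelled arrestin peptide for full effect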
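System: GST-AP2 R879A glutathione beads; medium: PBS, Tween 20 0.05%, BSA 0.1%; reagent: fluorescein-tagged arrestin peptide at 50 nM final; schedule: pre-incubation 12 min, peptide binding 1 h, room temperature; detection: flow cytometry, FL1 (488/535 nm); read-out: inhibition as reduced fluorescein signal on beads, percent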
Pemphigus Ab inh – inhibitors of pemphigus antibody binding to human desmoglein-3; P32926; DSG3-coupled beads, scFv-anti-DSG3-GFP binding, flow cytometry; active compounds read low; binding (percent of control), % at 10 µM; 310,000 compounds, 0.48% hits;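 active = binding more than 3 SD below its plate's average and above zero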;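 also: hits lower antibody fragment binding to DSG3; some compounds called inactive have numbers as strong as hits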
MOR-DOR inv ag – inverse agonists of human mu-delta opioid receptor heterodimerization. P35372+P41143. cell-based MOR-DOR heterodimer luminescence, inverse agonism. inhibition, % at 9.3 µM. 340,000 compounds, 0.21% hits; in the data active = inhibition above about 22%, passing the limit was not always enough;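 also: 0% = cells with DMSO and 100% = wells without cells with DMSO; values of inactives mirror those of a sister screen read the other way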
HTR5A inv ag – counter-screen for OPRM1-OPRD1 inverse agonists: human HTR5A inverse agonism; HTR5A cell line, luminescence; inhibition, % at 9.3 µM; 340,000 compounds, 0.083% hits; AID 504634; in the data active = inhibition mostly above about 23%, no sharp cut-off; inactive = mostly below about 18%;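 also: 0% = cells with DMSO and 100% = no-cell wells with DMSO; some compounds called inactive have numbers as strong as hits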
An asterisk follows results filed as active; i = inactive; . = not tested or not shown.

SMILES | PKA-R1A activ | MOR-DOR ag | DAGLB inhibitor | HTR5A ag ctr | V-ATPase pHluor | PKA-R2B activ | Arr AP2 block | Pemphigus Ab inh | MOR-DOR inv ag | HTR5A inv ag
O=c1[nH]c(O)c(C=NC2CCN(Cc3ccccc3)CC2)c(=O)[nH]1 | 5 | -2.4 | 1 | 1 | 0 | 2 | 29 | 107 | 13 | -5
CCCC[C@@H](C)C[C@@H](C)C(=O)N(C)[C@@H](CC(C)C)C(=O)N[C@H](C(=O)N(C)[C@H](C(=O)N1C[C@@H](O)C[C@H]1C(=O)N1C(=O)C=C[C@@H]1C)C(C)C)C(C)OC(C)=O (some centres not stated) | 6 | 3.5 | 1 | 4 | -3 | -14 | 41 | 102 | -17 | -16
COC(=O)C1=C(c2cc3ccccc3s2)C[C@@H]2CC[C@H]1N2C(=O)NCC1CC1 | -2 | 0.1 | -4 | 0 | 6 | -3 | 1 | 105 | 0 | 0
COC(=O)C1=C(c2c(C)noc2C)C[C@@H]2CC[C@H]1N2C(=O)N1CCC(O)(c2ccc(Cl)cc2)CC1 | -3 | -0.8 | -1 | -1 | 1 | -5 | 2 | 101 | 4 | 2
Fc1ccccc1N1CCN(Cc2ccc3c(c2)OCO3)CC1 | -2 | -1.8 | -11 | 0 | -1 | -6 | 6 | 105 | 8 | 4
CC(=O)[C@H]1CC[C@H]2[C@@H]3CC[C@H]4C[C@H](O)CC[C@]4(C)[C@H]3C(=O)C[C@]12C | -6 | 0.7 | 2 | 0 | -1 | -1 | 1 | 92 | -4 | -2
CC(C)OC(=O)Cc1ccccc1 | 3 | -0.2 | -1 | 5 | 3 | -6 | -1 | 100 | 1 | -22
COc1cccc(C(=O)C2CCCN(Cc3ccccn3)C2)c1 (configuration not stated) | 0 | 1.1 | -2 | -1 | 0 | -2 | 14 | 86 | -6 | 5
Cc1cccc(NC(=O)COC(=O)c2cc(C)n(C3CC3)c2C)c1 | 0 | 0.6 | -2 | 0 | 6 | 5 | 6 | . | -2 | 1
Cc1ccc(S(=O)(=O)N(C)N=O)cc1 | -4 | -1.0 | 3 | 3 | 0 | -3 | 1 | 104 | 6 | -12
CSc1ccccc1NP1(=O)OCC(C)([N+](=O)[O-])CO1 (configuration not stated) | 7 | -3.2 | 0 | -2 | -2 | -3 | 40 | 100 | 14 | 7
CCC(CC)NCc1c[nH]c2ccccc12 | -4 | -2.6 | -1 | 2 | -2 | 2 | 1 | 88 | 12 | -6
Nc1ccccc1C(=O)OCC(=O)Nc1ccc(Br)cc1F | 5 | 0.7 | -9 | -1 | -4 | -1 | 8 | 99 | -4 | 2
COC(=O)C1=C(c2cc3ccccc3o2)C[C@@H]2CC[C@H]1N2C(=O)N1CCOCC1 | 3 | -2.7 | 0 | 7 | -8 | -5 | 1 | 103 | 16 | -18
CCCc1[nH]nc2c1C1(C(=O)N(Cc3ccccc3)c3ccccc31)C(C(=O)OC)=C(N)O2 (configuration not stated) | -12 | -1.5 | 1 | -3 | 1 | -4 | -4 | 112 | 7 | -13
CC[C@H](OC(C)=O)C(C[C@H](C)N(C)C)(c1ccccc1)c1ccccc1 | 1 | 221* | 2 | -2 | -4 | 0 | 10 | 98 | i | 4
COc1cccc2cc(-c3cc(=O)oc4ccc(OC(=O)N(C)C)cc34)oc12 | 7 | -0.8 | 1 | -3 | 2 | 2 | -2 | 88 | 4 | 14
COC(=O)C1=CO[C@@H](C)[C@H]2CN3CC[C@]4(C(=O)Nc5ccccc54)[C@@H]3C[C@H]12 | 6 | -1.0 | -1 | -2 | -1 | 4 | 29 | 101 | 6 | -9
Cn1c(O)c(C(=Nc2ccc(F)cc2)c2ccccc2)c(=O)n(C)c1=O | 9 | -2.3 | 1 | 2 | 0 | 8 | 12 | 102 | 12 | -8
CCN(CC(=O)Nc1ccc(C#N)c(Cl)c1)CC(=O)NC1CCS(=O)(=O)C1 (configuration not stated) | 1 | 0.0 | -5 | 1 | 6 | -8 | 4 | 92 | 0 | -4
CC(=O)N(C1=NCCCS1)c1ccc(F)cc1 | 7 | -3.0 | 2 | 2 | 6 | -4 | 6 | 101 | 16 | -6
CC1(C)CC(=O)C2=C(C1)NC(=O)C21C(C(=O)OC(C)(C)C)=C(N)Oc2ccc(Br)cc21 (configuration not stated) | 2 | -0.2 | 1 | -1 | 3 | -9 | -16 | 135 | 1 | -15
O=C(c1cccc(Cl)c1)C1CCCN(Cc2ccon2)C1 (configuration not stated) | -2 | -2.7 | -2 | -2 | 5 | -10 | 21 | 98 | 14 | 6
COc1ccc(CC(C)Nc2cccc(F)c2)cc1 (configuration not stated) | -1 | 0.6 | -5 | 3 | -2 | -5 | -9 | 125 | -3 | -11
COc1ccc(C2C(C(=O)N3CCC4(CC3)OCCO4)c3cc(OC)c(OC)cc3C(=O)N2C)cc1 (configuration not stated) | 9 | 1.0 | 1 | -5 | 4 | 0 | 27 | . | -6 | 11
More entries follow:
SMILES | PKA-R1A activ | MOR-DOR ag | DAGLB inhibitor | HTR5A ag ctr | V-ATPase pHluor | PKA-R2B activ | Arr AP2 block | Pemphigus Ab inh | MOR-DOR inv ag | HTR5A inv ag
CC(=NCc1cccnc1)c1c(O)n(Cc2ccccc2)c(=O)[nH]c1=O | -14 | -0.5 | 3 | -1 | 1 | -2 | 10 | 101 | 2 | 18
CC12CCC3C(CC=C4CC(O)CCC43C)C1C/C(=C\c1cccc(F)c1)C2=O (configuration not stated) | -1 | 3.9 | -1 | 5 | -3 | -12 | 28 | 109 | -20 | -18
CCC(N)Cc1c[nH]c2ccccc12 (configuration not stated) | 2 | -1.9 | -2 | 4 | -3 | 3 | -8 | 90 | 11 | -14
OC(CN1CCC(c2c[nH]c3ccccc23)CC1)C(F)(F)F (configuration not stated) | 6 | 0.2 | 3 | -2 | 3 | -6 | -3 | 107 | -1 | 7
CN(C)Cc1c[nH]c2ccc([N+](=O)[O-])cc12 | -13 | -0.9 | -1 | -1 | -6 | 0 | -1 | 119 | 5 | 2
Fc1ccc(C2=CCN(C(c3ccc(Cl)cc3)c3nnnn3Cc3ccccc3)CC2)cc1 (configuration not stated) | 6 | 2.2 | -15 | 3 | 0 | -1 | 10 | 97 | -11 | -7
COc1cccc(-n2c(O)c(C=NCc3ccc4c(c3)OCO4)c(=O)[nH]c2=O)c1 | -8 | -0.1 | 3 | -3 | 2 | 6 | -5 | 106 | 1 | -11
Cc1nc2ccccc2c(=O)n1-c1ccc([N+](=O)[O-])cc1 | -7 | -2.2 | 0 | -1 | -2 | 4 | 2 | 105 | 11 | 4
CCn1ccnc1CN1CCCC(C(=O)c2cc(F)ccc2OC)C1 (configuration not stated) | 2 | 4.7 | -1 | 10 | 1 | -1 | 7 | 99 | -23 | -28
CC12CN3CC(C)(CN(C1)C31CCOCC1)C2=O | -2 | -4.1 | -1 | 9 | 2 | -13 | -2 | 98 | 22 | -25
c1ccc(C2N3CCCN23)cc1 (configuration not stated) | 13 | 0.4 | 1 | 2 | -1 | -5 | -3 | 98 | -2 | 10
COC(=O)C1=C(c2cccc(C#N)c2)C[C@@H]2CC[C@H]1N2C(=O)N1CCC(C)CC1 | -6 | -2.7 | 0 | 1 | -1 | -9 | -7 | 107 | 12 | -3
CCC(=NCc1ccco1)c1c(O)n(-c2ccccc2C)c(=O)[nH]c1=O | 0 | -1.2 | -1 | 2 | 4 | 2 | 7 | 107 | 6 | 6
CC1(C)CN=C(Nc2ccc(F)c(Cl)c2)S1 | 6 | -0.2 | 1 | 0 | -3 | 1 | 13 | 114 | 1 | 19
COc1ccc(CNC(C)Cc2cccs2)cc1 (configuration not stated) | -4 | -1.0 | 0 | 2 | -3 | -6 | -11 | 98 | 4 | -4
Cc1cc(S(=O)(=O)NC(C)C)ccc1OCC(=O)N1CCN(Cc2ccc3c(c2)OCO3)CC1 | -7 | 3.7 | 2 | 1 | 4 | 0 | 6 | 101 | -23 | -2
CN(C)C(Cc1ccc(C#N)cc1)C(=O)c1ccccc1 (configuration not stated) | 1 | -1.8 | 0 | -2 | 6 | -2 | 4 | 115 | 10 | 5
Cc1cc(=O)oc2c(C)c(OCC(=O)N3CCN(Cc4ccc5c(c4)OCO5)CC3)ccc12 | 4 | -1.2 | 0 | 2 | -2 | -4 | 10 | 100 | 6 | -6
CCOc1cc2c(cc1OCC)-n1cccc1C(c1cccc(F)c1F)NC2 (configuration not stated) | 0 | 0.5 | -6 | 2 | 0 | -6 | -6 | 97 | -3 | -6
COc1ccccc1CCNC1CCC(C(C)(C)C)CC1 (configuration not stated) | -11 | 6.5 | -1 | 1 | -2 | 3 | 2 | 97 | -33 | -5
CN(C)C(=O)Oc1ccc(OC(=O)c2ccccc2)cc1 | 3 | -1.4 | -4 | 1 | 0 | 0 | 2 | 108 | 8 | -2
COC(=O)C1=C(c2cc3ccccc3s2)C[C@@H]2CC[C@H]1N2C(=O)NC1CCCCC1 | 0 | -0.6 | -6 | 4 | -1 | -10 | 2 | 106 | 3 | -10
C=CCn1c(O)c(C(CC)=NC(C)c2ccccc2)c(=O)[nH]c1=O (configuration not stated) | 0 | -0.8 | 0 | -1 | 1 | -6 | -7 | 91 | 4 | 17
Nc1c2c(nc3sc4c(c13)CCCC4)CCCC2 | -6 | 0.4 | 1 | -2 | 2 | -2 | 3 | 92 | -3 | 6
CCN1C(=O)CC(=O)N(CC)C1=S | 4 | . | 12 | . | -1 | -1 | . | 101 | . | .

Structures from the list above with a tert-butyl group:
SMILES | PKA-R1A activ | MOR-DOR ag | DAGLB inhibitor | HTR5A ag ctr | V-ATPase pHluor | PKA-R2B activ | Arr AP2 block | Pemphigus Ab inh | MOR-DOR inv ag | HTR5A inv ag
CC1(C)CC(=O)C2=C(C1)NC(=O)C21C(C(=O)OC(C)(C)C)=C(N)Oc2ccc(Br)cc21 (configuration not stated) | 2 | -0.2 | 1 | -1 | 3 | -9 | -16 | 135 | 1 | -15
COc1ccccc1CCNC1CCC(C(C)(C)C)CC1 (configuration not stated) | -11 | 6.5 | -1 | 1 | -2 | 3 | 2 | 97 | -33 | -5

Next part
SMILES | PKA-R1A activ | MOR-DOR ag | DAGLB inhibitor | HTR5A ag ctr | V-ATPase pHluor | PKA-R2B activ | Arr AP2 block | Pemphigus Ab inh | MOR-DOR inv ag | HTR5A inv ag
CCCC12CN3CN(C1)CC(CCC)(C3)C2O (configuration not stated) | -3 | -3.8 | -1 | -2 | 7 | 3 | -5 | 109 | 16 | 4
COc1cccc2c1N=C1CCCC3CN(C(C)=O)CCC123 (configuration not stated) | -5 | -2.3 | 1 | 0 | 1 | -4 | 3 | 92 | 12 | -2
COC(=O)C1=C(c2cc3ccccc3s2)C[C@@H]2CC[C@H]1N2C | 7 | -0.9 | -4 | 0 | 3 | 6 | -7 | 105 | 5 | 8
COC(=O)C1=C(c2cc3ccccc3s2)C[C@@H]2CC[C@H]1N2C(=O)N1CCOCC1 | -15 | -2.3 | -4 | 4 | 1 | -12 | 5 | 102 | 14 | -12
CCOC(=O)C1CCN(/C=C2/C(=O)NC(=O)N(Cc3ccco3)C2=O)CC1 | 2 | -1.2 | -1 | 4 | 2 | -3 | -1 | 106 | 7 | -18
Fc1ccccc1CNCCc1c[nH]c2ccccc12 | 5 | -2.1 | 0 | 25* | -4 | 8 | 3 | 102 | 9 | -88

Not all compounds are listed. The share of hits here may be higher or lower than overall.
